INS promoter inh: TRM-6 insulin promoter activity inhibition; TRM-6 cells (human fetal islet line), insulin promoter-eGFP reporter, imaging; reporter expression induced with tamoxifen; inhibition, % at 2 µM; 130,000 compounds, 0.9% hits; AID 1273;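 active = inhibition above the mean plus 3 SD, with well images judged a real hit on visual review, cut at about 60% in these data, passing the limit was not always enough; inconclusive = inhibition over the cutoff but images rejected on review; inactive = inhibition not above the cutoff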
SDO1 yeast rescue: restores growth of sdo1-depleted yeast; S. cerevisiae sdo1-depleted JHY4D growth rescue, OD600 30 h; active compounds read high; pdr5 snq2 efflux-pump mutant strain; z-score at 10 µM; 140,000 compounds, 0.21% hits; AID 817;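 active = z-score above 3 at both the 24 hr and the 30 hr optical density reads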;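 note: z-score against mean and SD of all compound wells on the same plate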
SDO1 yeast rescue Rescue 24 h: also measured in SDO1 yeast rescue; calls as there; z-score; S. cerevisiae sdo1-depleted JHY4D growth rescue, OD600; measured here: growth rescue at 24 h;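 0 is the plate mean of compound wells and units are plate SD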
The depositor's hits bear a star; u = inconclusive; x = not tested or not shown. Rows were taken by chance. Share with any hit: about 0.91%.

Fields: INS promoter inh	SDO1 yeast rescue	SDO1 yeast rescue Rescue 24 h
#1 Cc1cc(NCCCn2ccnc2)n2nc(C)c(-c3ccc(Cl)cc3)c2n1
  57	-0.82	-0.06
#2 CC(C)(C)c1ccc(S(=O)(=O)n2c(CN3CCOCC3)nc3ccccc32)cc1
  -5	0	0.24
#3 COC(=O)c1c(NC(=O)CCCC(=O)O)sc(C)c1C
  -4	1.2	1.4
#4 Cc1ccc(C2NC(=O)NC(O)(C(F)(F)F)C2C(=O)c2ccccc2)o1 (stereo not given)
  -393	1.1	0.77
#5 Cc1ccc2nc(-c3cccc(NC(=O)c4ccc5c(c4)OCCO5)c3)oc2c1
  x	-2.4	-1.1
#6 Cc1cccc(-c2ccc(C=Nc3c(C)n(C)n(-c4ccccc4)c3=O)o2)c1
  x	0.56	0.67
#7 CNc1ccccc1C(=O)OCC(=O)c1ccc(F)cc1
  9	x	x
#8 CC(C)c1ccc(/C=C/C(=O)NNC(=O)c2cccnc2)cc1
  25	0.99	0.51
#9 COc1ccccc1CCNC(=O)CCn1c(=O)oc2ccccc21
  x	0.49	-0.16
#10 CC(=O)Nc1ccc2nc(SCC(=O)O)sc2c1
  20	0.22	-0.28
#11 C#CCOCCOCCOCCNc1nc(N2CCOCC2)nc(N2CCN(C(=O)Cn3cc(CC(C)O)nn3)CC2)n1 (stereo not given)
  -45	-0.14	-1.2
#12 C=CCn1c(SCC(=O)NC2CCCCC2)nnc1C(C)NC(=O)c1cccs1 (stereo not given)
  -55	0.15	-0.12
#13 Oc1ccc(N2CCN(C(c3cccs3)c3nnnn3CCc3ccccc3)CC2)cc1 (stereo not given)
  45	-1.5	-1.6
#14 O=C1C=C(c2ccccc2)CC(c2cccs2)C1n1cnc([N+](=O)[O-])c1 (stereo not given)
  -76	0.31	0.55
#15 CCOC(=O)c1c(NC(=O)CSc2n[nH]c(N)n2)sc(CC)c1C
  x	0.59	0.26

Reformatted: 4 of the compounds above.
#2 CC(C)(C)c1ccc(S(=O)(=O)n2c(CN3CCOCC3)nc3ccccc32)cc1
  INS promoter inh: -5; SDO1 yeast rescue: 0; SDO1 yeast rescue Rescue 24 h: 0.24

#3 COC(=O)c1c(NC(=O)CCCC(=O)O)sc(C)c1C
  INS promoter inh: -4; SDO1 yeast rescue: 1.2; SDO1 yeast rescue Rescue 24 h: 1.4

#4 Cc1ccc(C2NC(=O)NC(O)(C(F)(F)F)C2C(=O)c2ccccc2)o1 (stereo not given)
  INS promoter inh: -393; SDO1 yeast rescue: 1.1; SDO1 yeast rescue Rescue 24 h: 0.77

#5 Cc1ccc2nc(-c3cccc(NC(=O)c4ccc5c(c4)OCCO5)c3)oc2c1
  INS promoter inh: x; SDO1 yeast rescue: -2.4; SDO1 yeast rescue Rescue 24 h: -1.1

Continued.
Fields: INS promoter inh	SDO1 yeast rescue	SDO1 yeast rescue Rescue 24 h
#16 O=C1CSC(c2ccccn2)N1c1ccc(Cl)c(Cl)c1 (stereo not given)
  15	-0.2	-0.48
#17 Cn1c(SCC(=O)Nc2nc3c(s2)CCCC3)nnc1-c1ccccc1
  19	-0.73	-0.67
#18 Cc1ccc(Cn2nnc3c(=O)[nH]c(C4CCCN(C(=O)Nc5ccc(F)cc5F)C4)nc32)cc1 (stereo not given)
  29	-0.1	0.39
#19 CC1OC(Nc2ccc(OC(F)(F)F)cc2)C(O)C(O)C1O (stereo not given)
  21	1.1	0.5
#20 CN(C)CC/C=C1/c2cc(F)ccc2CSc2ccc(F)cc21
  18	0.5	0.13
#21 COc1ccccc1C/C(N)=N/OC(=O)COc1cccc2ccccc12
  x	-2.4	-2
#22 C/C(=C\C(=O)c1ccncc1)Nc1ccccc1O
  -88	-1	-1.4
#23 CCOc1ccccc1NC(=O)Cn1nnc(C(=O)NCCc2ccc(OC)c(OC)c2)c1N
  -14	x	x
#24 O=C(/C=N/O)NCC1CCNCC1
  25	0.15	0
#25 COc1ccc2nc(SCC(=O)Nc3ccccc3C#N)[nH]c2c1
  x	-0.47	-0.32
#26 CN(C)S(=O)(=O)c1ccc(N2CCN(S(=O)(=O)c3ccc(F)cc3)CC2)c(Cl)c1
  x	0.08	0.59
#27 CS(=O)(=O)N(CCC#N)Cc1ccco1
  -25	x	x
#28 O=[N+]([O-])/C=C\c1ccc(N2CCCC2)c(F)c1
  -77	x	x
#29 O=c1c([N+](=O)[O-])cccn1Cc1cccc(Cl)c1
  0	x	x
#30 CC1(c2ccccc2)NC(=O)N(CC(=O)Nc2cc(S(=O)(=O)N3CCOCC3)ccc2Cl)C1=O (stereo not given)
  -79	x	x
#31 Cc1nc2ccccc2c2oc(C(=O)N3CCc4ccccc4C3)cc12
  x	-0.99	-1.3
#32 CCN(C(=O)c1cc2ccccc2oc1=O)c1ccccc1
  -11	0.12	0.66
#33 Cc1ccc(C(C(=O)NCC2CCCO2)N(Cc2ccccc2)C(=O)c2ccc(-c3ccccc3)[nH]2)o1 (stereo not given)
  u	-0.49	0.1
#34 CCN1/C(=C(\O)c2ccccc2)C(=O)c2ccccc2S1(=O)=O
  x	-1.1	-1.4
#35 O=C(CCn1[nH]c(=O)c2ccccc2c1=O)N1CCOCC1
  -9	1.4	2.6
#36 O=C(CCN1C(=O)c2ccccc2C1=O)NC(=S)Nc1ccccc1Cl
  0	0.15	1.7
#37 Cc1ccccc1-n1c(N)cc(=O)[nH]c1=S
  -3	0.32	0.35
#38 COc1ccccc1CNC(=O)C(CC(C)C)NS(=O)(=O)c1ccc2c(c1)oc(=O)n2C (stereo not given)
  x	0.67	2.2
#39 CCOc1ccc(-c2cn(-c3ccc(OC)cc3)c(SC)n2)cc1
  7	-0.79	0.21
#40 Cc1ccc(-c2nnn(CC(=O)N(CC(=O)NC(C)C)c3cnc4ccccc4c3)n2)o1
  u	0.55	0.73
#41 COC(=O)c1cc(=O)n(Cc2ccc(OC)c(OC)c2)c(=Nc2ccc(F)cc2)s1
  x	-1.6	-1.1
#42 CCOc1ncccc1C(=O)N1CCN(C(=O)c2ccccc2)CC1
  37	x	x
#43 CN1CCN(c2cc(=O)n(Cc3ccc(F)cc3)c(=O)[nH]2)CC1
  x	-0.07	-0.89
#44 O=C(NCc1nc(-c2ccccc2)no1)c1ccc(Br)o1
  u	-0.35	-0.98
#45 COc1ccc(C2CC(c3cccs3)=NN2C(=O)CSc2nc3ccccc3s2)cc1 (stereo not given)
  37	-0.19	-0.17

Looked up by structure from above:
Fields: INS promoter inh	SDO1 yeast rescue	SDO1 yeast rescue Rescue 24 h
#31 Cc1nc2ccccc2c2oc(C(=O)N3CCc4ccccc4C3)cc12
  x	-0.99	-1.3
#33 Cc1ccc(C(C(=O)NCC2CCCO2)N(Cc2ccccc2)C(=O)c2ccc(-c3ccccc3)[nH]2)o1 (stereo not given)
  u	-0.49	0.1

Additional entries follow:
Fields: INS promoter inh	SDO1 yeast rescue	SDO1 yeast rescue Rescue 24 h
#46 Clc1ccc(NCc2nnc3n2CCCCC3)cc1
  x	-0.23	-1
#47 COc1ccc2oc(=O)c(C(=O)n3ccc(C)n3)cc2c1
  -31	-0.25	-0.32
#48 O=C(N/N=C/CCc1ccccc1)C1CCCCC1
  31	0.3	0.12
#49 FC(F)(F)c1ccc(N2CCN(c3ncnc4c3nnn4Cc3ccccc3)CC2)nc1
  9	0.93	2.6
#50 Cc1cc(C)c(C)c(OCCCN(C)C)c1
  29	0.15	-0.41
#51 CCCCNc1ncnc2c1cnn2-c1ccccc1
  23	-0.05	0.32
#52 CC(C)COP(=O)(OCC(C)C)C(O)c1ccc(F)cc1 (stereo not given)
  x	1	0.76
#53 COc1ccc(OCC(=O)N2CCN(C(=O)Cc3ccccc3)CC2)cc1
  -14	0.67	-0.09
#54 CC(C)(C)C(=O)C(Oc1cccc2nonc12)n1cncn1 (stereo not given)
  -64	-0.87	-0.03
#55 N#Cc1c2n(c3c(=O)n(CC(=O)c4ccc([N+](=O)[O-])cc4)cnc13)CCCCC2
  11	0.05	0.17
#56 O=C(Nc1ncc([N+](=O)[O-])s1)C1CCN(S(=O)(=O)c2cnc[nH]2)CC1
  -25	0.22	-1
#57 Cc1cc(C)cc(NC(=O)N2CCC(NC(=O)c3ccc(F)cc3)CC2)c1
  22	-0.31	-0.88
#58 O=C(O)c1ccccc1SCc1cn2cc(Br)ccc2n1
  -14	x	x
#59 CCOc1ccccc1NC(=O)CN1CCC(NC(=O)c2ccccc2)CC1
  -46	-0.09	-0.06
#60 Cc1cc(C(=O)CSc2ccc3c(c2)OCCO3)c(C)n1C1CC1
  0	-0.04	-0.37
#61 CCOC(=O)N1CCC(N2C(=O)c3cc(C(=O)NC4CCCCC4)ccc3C2O)CC1 (stereo not given)
  x	0.57	0.54
#62 Cc1cc(C)c(S(=O)(=O)c2ccccc2)c(OC(=O)c2c(Cl)cc(Cl)cc2Cl)n1
  -26	-2.1	-1.4
#63 CCN(CC)C(=O)C1CCCN(Cc2ccc(OC)c(C)c2C)C1 (stereo not given)
  -21	0.6	-0.33
#64 CCOC(=O)CC(=O)CSc1nc(C)cc(C)c1C#N
  16	-0.79	0.32
#65 CCCCOCCCNC(=O)N[C@@H](CC(C)C)C(=O)O
  x	1.2	1.5
#66 O=C(Nc1ccc2nc(-c3ccc(Br)o3)[nH]c2c1)c1cccs1
  x	-1.2	0.41
#67 Cc1ccc(S(=O)(=O)Nc2cc(C(F)(F)F)ccc2N2CCOCC2)cc1
  41	-0.07	1.2
#68 COc1ccc(CNCCC(c2ccccc2)c2ccc3c(c2)OCO3)cc1 (stereo not given)
  -50	-1.6	-1.3
#69 Cc1ccc(-n2c(N)c(C(N)=O)sc2=S)cc1
  62	-0.58	-1
#70 COC(=O)C1=C(C)NC(C)=C(C(=O)OC)C1C(=O)OC1CCCCC1=O (stereo not given)
  18	1	1.3
#71 COC1=C(Nc2ccccc2)C(=O)c2ccccc2C1=O
  65	-0.98	-0.06
#72 O=C(NCc1ccccc1)c1n[nH]nc1-c1ccccc1O
  35	-0.26	-0.9
#73 CC(c1ccccc1)C1OCC(C[N+]2(C)CCCCC2)O1 (stereo not given)
  25	x	x
#74 COc1ccc(S(=O)(=O)Nc2ccc(S(=O)(=O)N3CCCC3)cc2)cc1
  -25	-0.05	-0.01
#75 Cc1cccc(CC2CC(=O)N(C3CCCCC3)C2=O)c1 (stereo not given)
  -50	-0.69	-0.47
#76 O=C(Nc1nc(-c2ccc(-c3ccccc3)cc2)cs1)c1cnccn1
  41	0.23	0.22
#77 O=C(CN1CCN(S(=O)(=O)c2ccc(Cl)cc2)CC1)Nc1ccc(N2CCOCC2)cc1
  -78	1.6	1.2
#78 CCO/C(C)=N/n1c2nc3ccccc3nc2c2c(=O)n(C3CCCC3)c(C)nc21
  7	-0.9	-1.3
#79 Clc1cncc(Cl)c1N/N=C/c1ccncc1
  62*	-0.02	-0.73
#80 COc1cccc(S(=O)(=O)NCc2ccc(C(=O)Nc3ccc(Cl)c(Cl)c3)cc2)c1
  -15	-1.8	-1.5
#81 CNc1nc(N/N=C/c2ccc([N+](=O)[O-])cc2)nc(Nc2ccccc2)n1
  0	-1.3	-0.21
#82 O=C(NNC(=O)c1ccccc1Br)c1ccc(SCC2CCCO2)c([N+](=O)[O-])c1 (stereo not given)
  -33	-0.18	-0.55
#83 O=C(Cc1c2ccccc2nc2ccccc12)c1ccccc1
  61*	-0.73	1.2
#84 CCOc1ccc(/C=C/C(=O)Nc2cccc(C(C)=O)c2)cc1
  -10	-0.11	1.1
#85 Cc1ccc(O)c(-c2cc(-c3ccccc3[N+](=O)[O-])[nH]n2)c1
  0	-1.8	-1.6
#86 CCSc1nnc2nc(C)cc(C)n12
  46	0.91	1.2
#87 Cc1nc2cc(Cl)ccc2n1CCO
  u	1.1	1.8
#88 C/C(N)=C(/C#N)C(=O)CSc1nnc(NC(C)C)s1
  -40	-0.13	-1.1
#89 CCc1cc(SC#N)cc(CC)c1NC(=O)CCl
  0	-0.44	-1.7
#90 CCOC(=O)c1c(C)n(C)c2ccc(OCC(O)CN3CCCCCC3)cc12 (stereo not given)
  x	0.39	-0.42
#91 Cc1ccc(-c2noc(CCC(=O)NCC3CCN(Cc4cccc(C)c4)CC3)n2)cc1
  -71	0.59	0.23
#92 COc1ccc(NC(=O)Cn2nnc(C(=O)NCCc3ccc(OC)c(OC)c3)c2N)c(OC)c1
  -67	x	x
#93 COC(=O)C1=C(C)Nc2c(c(=O)n(C)c(=O)n2C)C1c1cccnc1 (stereo not given)
  -19	0.12	-0.46
#94 COc1ccccc1/C=C(/C(=O)OCC(=O)Nc1ccc(N(C)C)cc1)c1ccccc1
  -86	0.26	0.07
#95 NCCCC[C@@H]1NC(=O)[C@H](CCC(=O)O)NC(=O)c2cc([N+](=O)[O-])cc(I)c2SC[C@@H](C(=O)NCC(N)=O)NC1=O
  41	0.7	0.11
#96 CC[N+]1(CC)CC2CCC(C)(C1)C2(C)C (stereo not given)
  14	x	x
#97 COc1cccc(NC(=O)Cn2c3ccccc3c3nc4n(c(=O)c32)CCS4)c1
  21	x	x
#98 COc1ccc(OC)c(NC(=O)C2=C(C)Nc3ncnn3C2c2cccs2)c1 (stereo not given)
  x	0.6	0.72
#99 CCOC(=O)N/N=C/c1cc(OC)c(O)c(OC)c1
  23	-0.03	-0.73
#100 CN(C)c1ccnc2sc(C(N)=O)c(N)c12
  55	0.86	-0.02
#101 Cc1ccc(S(=O)(=O)NC(=O)Nn2c(C)nnc2C)cc1
  8	0.06	-0.36
#102 COc1ccccc1C(=O)Nc1nc2nc(-c3ccccc3)cc(=O)n2[nH]1
  33	1.9	3.1

Screens: PubChem BioAssay, several laboratories
